# RmlC RmlD mix = inhibitors of RmlC and RmlD coupled enzymes; RmlC/RmlD coupled enzyme inhibition, 384-well mixture HTS; inhibition, % at 5.5 µM; 0.39% of 110,000 active; in the data active = inhibition above about 30%, passing the limit was not always enough; inconclusive = no clear call, values can overlap the other calls; also: strong numbers were not always called active
# HIV RNase H inh = blocks HIV-1 RNase H cleavage of RNA/DNA duplex | inhibition, % at 10 µM | AID 565 | RT-RNase H RNA/DNA duplex cleavage, fluorescence | 1.9% of 65,000 active | P04585; in the data active = inhibition above about 50%
# Active calls of the source: *; u = inconclusive; x = not tested or not shown. Only part of the results is shown; rates above refer to the full screens.
SMILES,RmlC RmlD mix,HIV RNase H inh
N#Cc1ccsc1NC(=O)CSc1ncnc2ccccc12,-12.0,26.5
COC(=O)c1cn(CC(=O)N2CCCCC2C)c2ccccc12 (centres undefined),-14.8,x
Cc1ccc(N(C)C(=O)N2CCN(S(=O)(=O)c3c(C)cc(C)cc3C)CC2)cc1,10.8,x
CC(Nc1nc(-c2ccc(F)cc2)cs1)c1nc2cc(C(F)(F)F)ccc2n1CCOCCO (centres undefined),-1.5,x
O=C(NNC(=O)c1cccnc1)Nc1cccc2ccccc12,-1.0,x
O=C(Nc1ccccc1C(=O)N1CCOCC1)C1CC(=O)N(C2CCCC2)C1 (centres undefined),-14.7,5.2
CCOc1cc(NC(=S)NCC2CCCO2)c(OCC)cc1NC(=O)c1ccccc1C (centres undefined),3.0,x
CC(C)(C)[C@H]1C=C(C(=O)O)O[C@@H](OCc2ccc(CO)cc2)C1,-10.6,x
Cc1ccc2c(C(=O)CN3CCCC3)c(C)[nH]c2c1,11.9,3.1
CCc1nnc(NC(=O)c2cc3ccccc3oc2=O)s1,9.8,-20.1
CCNc1nc(Sc2ccc(C)cc2)cc(C(F)(F)F)n1,4.1,x
Cc1ccc(CNc2nc3ccc(C)cc3n3cnnc23)cc1,2.0,x
Cc1cc(C)nc(SCSc2nc(C)cc(C)n2)n1,-11.6,-70.1
CCc1c(C)nc(N2CCOCC2)[nH]c1=O,5.1,-0.9
COC(=O)c1ccccc1Sc1c(/C=N/OCc2ccc(Cl)cc2)c(C(F)(F)F)nn1C,38.9,x
O=C(O)C1CCCCC1C(=O)NCCCCc1ccccc1 (centres undefined),4.1,-7.1
O=C(Nc1ccc(-c2nnco2)cc1)c1ccccc1,-10.2,2.8
CCCCNC(=O)c1c(N)n(/N=C/c2cccnc2)c2nc3ccccc3nc12,x,16.4
COc1ccc(OCc2nn3c(Cn4cnc5ccccc54)nnc3s2)cc1,12.1,-24.5
Cn1c(=O)cc(SCC(=O)NCCN2CCN(c3ccccc3F)CC2)c2cc(Cl)ccc21,11.8,24.5
C[C@H](NC(=O)c1nc[nH]c1C(=O)N[C@H](C)c1ccccc1)C(=O)OCc1ccccc1,5.5,x
Cc1c(C(=O)N2CCCC2)sc(NC(=O)c2cccs2)c1C#N,8.9,-0.5
CCn1c(CNc2ccc(F)cc2)nnc1SCCN1CCCCC1,14.7,-1.4
O=C(CSc1nnc(-c2ccc(Cl)cc2Cl)n1C1CCCCC1)NC1CCS(=O)(=O)C1 (centres undefined),13.3,x
CCOC(=O)CCn1c2nc(C)cc(C)c2c(=O)n1-c1ccccc1,12.6,-21.2
# Remaining list, next part
SMILES,RmlC RmlD mix,HIV RNase H inh
CCOC(=O)N1CCN(C(=O)CCn2nc(-c3ccccc3)ccc2=O)CC1,x,-19.2
CS(=O)(=O)c1ccc(-c2cc(Br)sc2-c2ccc(F)cc2)cc1,-20.4,x
Cc1nc(N2C(=O)C(=O)/C(=C(/O)c3ccccc3)C2c2ccco2)sc1C (centres undefined),-5.2,-9.4
CCOC(=O)C(C)Oc1ccc(C2NC(=O)NC(C)=C2C(C)=O)cc1Br (centres undefined),-11.1,0.8
C=C1CC2C(=O)N(Cc3ccccc3)C(C(=O)OCC)(C(=O)OCC)C1N2C(=O)OC(C)(C)C (centres undefined),5.5,x
Fc1ccccc1-c1nc(N2CCCCC2)c2ccccc2n1,x,-4.2
O=C(c1ccc(C#CC2(O)CCCCC2)cc1)N1CCN(C(c2ccccc2)c2ccccc2)CC1,-13.3,x
O=C(c1cnccn1)N1CCN(C/C=C/c2ccccc2)CC1,2.0,-3.0
Cc1c(NC(=O)c2cc(-c3ccc(Cl)s3)nc3ccccc23)c(=O)n(-c2ccccc2)n1C,4.5,x
CC(=O)c1coc2ccc(OCC(=O)O)cc12,-4.6,-1.9
O=C(c1ccc(S(=O)(=O)N2CCOCC2)cc1)N(c1ccc(F)cc1)C1C=CS(=O)(=O)C1 (centres undefined),-6.2,-7.4
CC(=O)N1[C@H](Cc2ccccc2)C=C[C@]1(C)C(=O)NCc1ccc(C)o1,u,x
NC(=O)c1ccsc1NC(=O)C1CC1,-0.4,0.4
O=C1CC(N2CCCc3ccccc32)C(=O)N1c1ccccc1 (centres undefined),-3.3,14.8
COc1ccc(CCNC(=O)c2cnc3scc(C)n3c2=O)cc1OC,10.6,-16.0
O=C(c1cc(=O)c2ccccc2o1)N1CCCc2ccccc21,4.1,-42.4
Cc1ccc(-c2ccc(S(=O)(=O)N3CCN(C)CC3)cc2)cc1,-8.3,-12.7
COc1ccc(NC(=O)C(=O)NCc2ccncc2)c(OC)c1,0.3,x
Cn1c(SCCOc2ccc(Cl)cc2)nnc1-c1ccncc1,-3.8,-2.4
CCCc1cc(C(=O)Nc2sc3c(c2C#N)CCC3)no1,x,60.6*
COc1ccc(OC(=O)c2cnn(-c3ccccc3)c2C)cc1,-28.7,x
COc1ccc(CCNC(=O)CN2CCC(C)CC2)cc1OC,9.9,x
Cc1nc(-c2cccc(N)c2)cs1,5.3,-8.0
COc1cc(Br)c(C(C)NC(=O)c2cccc(Br)c2)cc1OC (centres undefined),-9.1,x
CCNc1nc(NC#N)nc(SCC(=O)OCC)n1,-5.9,-2.9
# (list continues)
SMILES,RmlC RmlD mix,HIV RNase H inh
COc1ccc(C2C(C(=O)NCCN3CCOCC3)c3ccccc3C(=O)N2C)cc1OC (centres undefined),6.5,-0.2
CCCCn1c(SCn2nnc3ccccc3c2=O)nc2cc(C(=O)OC)ccc2c1=O,x,0.7
C=CCNc1sc(C(=O)c2ccc(Br)s2)c(N)c1C#N,14.4,x
Cc1ccc(C2NC(c3ccc(C)cc3)C(C)C(=NO)C2C)cc1 (centres undefined),9.1,x
CC(Sc1ccccn1)C(=O)Nc1ccccc1 (centres undefined),-8.2,24.7
CCn1c(SCc2nnc(-c3ccccc3)o2)nnc1-c1ccc(S(=O)(=O)N2CCCC2)cc1,-9.9,-11.8
COc1ccc(-c2nc(-c3ccccc3)c(-c3cc([N+](=O)[O-])ccc3C)[nH]2)cc1O,18.2,x
CC(=O)NCCn1ccc2ccccc21,-4.0,-4.5
CCOc1ccc2nc(NC(=O)COC)sc2c1,-3.5,-9.4
CC1=C(C(=O)N2CCCCC2)C2(CCC(C)CC2)OC1=O (centres undefined),8.5,-9.4
CCOC(=O)Cc1csc(Nc2c(C)n(C)n(-c3ccccc3)c2=O)n1,-13.7,-7.9
CCn1c(SCC(=O)Nc2cc(C)on2)nc2sc(C)c(C)c2c1=O,x,3.9
CCCC(=O)N1CCN(c2ccc(NC(=O)c3ccc(Br)o3)cc2)CC1,-14.8,0.4
CCOC(=O)N1CCN(Cc2ccc(F)cc2F)CC1,10.7,x
CCOC(=O)N1CCN(c2nc3c(c(=O)[nH]c(=O)n3C)n2Cc2ccccc2Cl)CC1,4.5,-4.6
O=C1c2ccccc2C(=O)N1CCCC(=O)N1CCc2ccccc21,x,-76.0
O=C(COc1ccc(Cl)cc1Cl)N1CCCN(C(=O)COc2ccc(Cl)cc2Cl)CC1,16.0,x
Cc1[nH]c2ccccc2c1C(=O)CN1CCC(C)CC1,-7.1,x
Cc1oc(-c2ccccc2Cl)nc1CSCC(=O)O,-9.7,x
N#CCCN1CCN(S(=O)(=O)c2ccc3c(c2)OCCCO3)CC1,1.3,x
CCOC(=O)C1CCN(C(=O)Cn2cc3c(n2)CCC(C)C3)CC1 (centres undefined),-9.8,-7.8
Cc1cc(-c2ccc(N3C(=O)CCC3=O)c(C)c2)ccc1N1C(=O)CCC1=O,5.1,1.1
Cc1cc(S(=O)(=O)NCCN2CCOCC2)c(C)s1,9.5,-21.7
CCN(CC)S(=O)(=O)c1ccc(NS(=O)(=O)c2ccc(C)c(C)c2)cc1,1.9,x
COc1ccccc1NC(=O)CN1CCN(CC(=O)Nc2ccc(OCc3ccccc3)cc2)CC1,-9.9,-2.7
# New compounds follow.
SMILES,RmlC RmlD mix,HIV RNase H inh
O/N=C(/CN(O)/C=C1/C=CC=N1)c1cccs1,-7.2,-2.8
Cn1c(N)c(C(=O)CSc2ccc3c(c2)OCCO3)c(=O)n(C)c1=O,9.5,-8.9
COCc1cc(C)n(CC(=O)NC(C)c2ccccc2)c(=O)c1C#N (centres undefined),-7.7,-5.7
O=C(NCC(=O)N(Cc1ccccc1)C(C(=O)NC1CCCC1)c1ccco1)c1ccco1 (centres undefined),8.3,3.6
COc1ccc(CCNC(=O)c2ccc(NS(=O)(=O)c3c(C)noc3C)cc2)cc1OC,-10.7,-15.1
CCN(Cc1ccccc1)S(=O)(=O)c1ccc(C(=O)Nc2nnc(-c3ccccc3OC)o2)cc1,x,78.1*
CCc1sc(-c2c(C#N)c(N)nc3c2CCCCCC3)cc1[N+](=O)[O-],-5.1,x
C(=N\N1CCN(Cc2ccccc2)CC1)/c1cccs1,4.1,x
CC1=CC(C)C2C(=O)N(c3ccccc3)C(=O)C2C1 (centres undefined),-7.2,x
CCOC(=O)c1nnn(-c2nonc2N)c1CN(C)C1CCCCC1,8.6,-21.6
CCC(CC)C(=O)Nc1cc(C)cc(C)c1,2.6,-13.9
CCCn1nc(C(=O)Nc2cccc(C(=O)OC)c2)c2ccccc2c1=O,9.2,-19.4
Cc1cc(=O)oc2cc(OCC(=O)Nc3nnc(CC(C)C)s3)ccc12,4.1,x
CCOC(=O)C(C(=O)Nc1ccccn1)C1CCCCC1 (centres undefined),2.0,x
CC(=O)NC(Cc1ccccc1F)C(=O)NC1CCN(C(=O)c2cnccn2)CC1 (centres undefined),-66.3,-1.8
O=C(O)CCCn1nc(C(F)(F)F)c2c1CCCCC2,5.5,11.1
O=C(Nc1cnn(Cc2c(Cl)cccc2Cl)c1)C(c1ccccc1)c1ccccc1,-16.6,x
CCCNC(=O)N1[C@H]2CC[C@@H]1C(C(=O)OC)=C(c1cccc(OC)c1OC)C2,6.2,x
CC(=NCCCN1CCOCC1)c1c(O)n(Cc2ccccc2)c(=O)[nH]c1=O,3.1,-7.9
CC1(C)CC(=O)c2c(nn(-c3ccccc3)c2N)C1,2.9,-0.7
COCCn1c(CN2CCN(c3ccc(F)cc3)CC2)nc2c1c(=O)n(C)c(=O)n2C,3.9,-9.8
CCCCC(=O)Nc1ccc2c(c1)nc(CCN1CCOCC1)n2C,-8.1,11.2
c1ccc2c(c1)N1CCN=C1N2CCN1CCCCC1,8.2,0.1
O=c1[nH]c(=O)n(Cc2ccc(F)cc2)c(O)c1C=NCCN1CCCCC1,2.8,-12.2
Oc1ccc(CNc2ccccc2)c2cccnc12,-0.5,19.6
# New compounds follow
SMILES,RmlC RmlD mix,HIV RNase H inh
O=C(c1ccco1)N1N=C(c2cccs2)CC1c1ccc(F)cc1 (centres undefined),8.8,x
CSCCOC(=O)C1=C(C)NC(=O)CC1c1ccccc1Cl (centres undefined),-8.5,4.0
COC(=O)c1ccc(-n2cnc(Cl)n2)c(F)c1,7.3,x
COc1ccc(CNC(=O)C(c2ccncc2)N(C(=O)Cc2cccs2)c2ccccc2C)cc1 (centres undefined),-7.9,x
COc1cccc(-n2c(SCC(=O)Nc3nccs3)nnc2-c2ccoc2C)c1,0.3,x
CS(=O)(=O)N1CCN(C/C=C/c2ccccc2)CC1,7.9,x
C=CCc1ccc(OCCOc2ccc(/C=N/n3cnnc3)cc2OCC)c(OC)c1,7.2,x
CN(C)Cc1ccc(-c2nc3cccc4c3n2CCNC4=O)cc1,-11.6,x
COc1ccc(-c2csc(Nc3cccnc3)n2)cc1,8.9,x
COc1ccc(NC(=O)c2c(NC(=O)CNCc3ccco3)sc3c2CCC3)c(OC)c1,7.1,8.1
Clc1cccc(-c2ccnc3nc(-n4cccc4)nn23)c1,9.7,x
COc1ccc(Cn2cccc(NC(=O)Nc3cccc(C#N)c3)c2=O)cc1,-10.7,x
CC1(C)CC(=O)C2=C(C1)c1c(ccc3ccccc13)NC2c1ccco1 (centres undefined),-128.7,x
CN(c1ccc(C(=O)Nc2ccccc2C(F)(F)F)cc1)S(C)(=O)=O,-2.3,-7.5
O=C(NCc1ccccc1)c1cccc(COc2ccc(Cl)cc2)c1,3.1,x
N#Cc1cnc(SCC(=O)c2ccccc2)nc1N,-7.8,0.5
Cc1ccc2c(Cl)cc(Cl)c(OCC(=O)NC(=O)NCc3ccco3)c2n1,-7.5,3.5
Cc1ccccc1CSc1nnc(-c2cccs2)n1Cc1ccco1,0.1,x
Cc1ccc(-c2csc3ncnc(N4CCN(C(=O)c5ccccc5)CC4)c23)cc1,-12.2,x
CCOC(=O)c1cn(CC)c2cc(N3CCSCC3)c(F)cc2c1=O,-6.7,3.8
Cn1cc(CCC(=O)NCc2ccc3c(c2)OCO3)c2ccccc21,7.9,x

# Molecules above containing an aryl thioether with sulfur outside any ring (17):
SMILES,RmlC RmlD mix,HIV RNase H inh
N#Cc1ccsc1NC(=O)CSc1ncnc2ccccc12,-12.0,26.5
CCNc1nc(Sc2ccc(C)cc2)cc(C(F)(F)F)n1,4.1,x
Cc1cc(C)nc(SCSc2nc(C)cc(C)n2)n1,-11.6,-70.1
COC(=O)c1ccccc1Sc1c(/C=N/OCc2ccc(Cl)cc2)c(C(F)(F)F)nn1C,38.9,x
Cn1c(=O)cc(SCC(=O)NCCN2CCN(c3ccccc3F)CC2)c2cc(Cl)ccc21,11.8,24.5
CCn1c(CNc2ccc(F)cc2)nnc1SCCN1CCCCC1,14.7,-1.4
O=C(CSc1nnc(-c2ccc(Cl)cc2Cl)n1C1CCCCC1)NC1CCS(=O)(=O)C1 (centres undefined),13.3,x
Cn1c(SCCOc2ccc(Cl)cc2)nnc1-c1ccncc1,-3.8,-2.4
CCNc1nc(NC#N)nc(SCC(=O)OCC)n1,-5.9,-2.9
CCCCn1c(SCn2nnc3ccccc3c2=O)nc2cc(C(=O)OC)ccc2c1=O,x,0.7
CC(Sc1ccccn1)C(=O)Nc1ccccc1 (centres undefined),-8.2,24.7
CCn1c(SCc2nnc(-c3ccccc3)o2)nnc1-c1ccc(S(=O)(=O)N2CCCC2)cc1,-9.9,-11.8
CCn1c(SCC(=O)Nc2cc(C)on2)nc2sc(C)c(C)c2c1=O,x,3.9
Cn1c(N)c(C(=O)CSc2ccc3c(c2)OCCO3)c(=O)n(C)c1=O,9.5,-8.9
COc1cccc(-n2c(SCC(=O)Nc3nccs3)nnc2-c2ccoc2C)c1,0.3,x
N#Cc1cnc(SCC(=O)c2ccccc2)nc1N,-7.8,0.5
Cc1ccccc1CSc1nnc(-c2cccs2)n1Cc1ccco1,0.1,x
